Screening data (PubChem)
MCF10A rereplic = DNA re-replication induction in MCF 10a cells | MCF 10A DNA re-replication, Hoechst nuclear intensity, 48 h | Potency, µM (top dose mostly 46.1 µM), inactives show top-dose activity, positive = re-replication, most hits filed as activators | 350,000 compounds, 2.9% hits; also: % of control where 0% means no effect; nearly all actives have a fitted effect of over 50% in size
ATXN viability = viability counter-screen for ATXN expression inhibitors; S2 cells (HEK-293 line with an ATXN2-luciferase reporter) viability, CellTiter-Fluor protease fluorescence, 24 h; AID 651635; 400,000 compounds, 0.49% hits; Potency, µM (doses to about 56.7 µM), actives largely listed as cytotoxic; also: nearly all actives have a fitted effect of over 40% in size
HepG2 viability = kills HepG2 cells in TGF-b inhibitor counter-screen. Potency, µM (doses to about 46.1 µM), without a hit: at the highest dose activity change, negative = cytotoxicity, usual class: cytotoxic. HepG2 CAGA-GFP viability, ATP luminescence, 18 h. 410,000 compounds, 0.76% hits; also: some results filed as inactive show a strong effect at the top dose
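CellTiter-Glo luminescence gave cytotoxicity after 18 hours at 37 degrees C. The cells were HepG2 CAGA-GFP in 1% FBS DMEM, stimulated with 500 pg/mL TGF-beta after compound addition. %Activity was normalised to no-cell wells (complete cell-killing) and DMSO (no toxicity), and curves were fitted and classified.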
Nrf2 activator = Nrf2 pathway activation | 410,000 compounds, 0.31% hits | AID 624171 | AREc32 ARE-luciferase reporter (MCF7-derived line), luminescence, 24 h | Potency, µM (highest dose often 46.1 µM), for inactives: top-dose activation, actives largely listed as activators; also: % of control where 0% means no effect; nearly all actives have a fitted effect of over 65% in size
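Luminescent ARE reporter assay in AREc32_Fluc cells: overnight plating at 37 deg C, 24 hr compound incubation, Steady-Glo added, 30 min RT before reading.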
ATXN2 expr inh = reduces ATXN2 reporter expression in HEK-293 cells; HEK-293 ATXN2-luciferase reporter, luminescence, 24 h; Potency, µM (doses to about 57 µM), for the others: top-dose activity change, negative = inhibition, most hits filed as inhibitors; 360,000 compounds, 0.72% hits; AID 1745845; also: % is scaled to controls: 0 for no effect and ±100 for the full control effect; nearly all actives have a fitted effect of over 55% in size
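ATXN2-luciferase reporter cells (luciferase flanked by upstream and downstream ATXN2 gene portions) were treated 24 h at 37 °C with compounds at up to 57 uM. SteadyGlo luminescence gave expression; GF-AFC fluorescence gave viability.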
TGFb inhibitor = inhibitors of TGF-b signaling | HepG2 CAGA-GFP TGF-b/SMAD3 reporter, GFP fluorescence, 18 h; TGF-beta stimulated, 500 pg/mL final | Potency, µM (series often up to 46.1 µM), inactives show at the highest dose activity, negative = inhibition, usual class: inhibitors | 410,000 compounds, 1.2% hits | AID 588855; also: % is scaled to controls: 0 for no effect and ±100 for the full control effect; nearly all actives have a fitted effect of over 65% in size
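Inhibition was scored as loss of TGF-beta-induced (500 pg/mL final, 18 hours, 37 degrees C) GFP in HEPG2 cells carrying a CAGA-GFP reporter, in DMEM with 1% FBS. Well GFP was summed per cell; Activity was normalised to unstimulated and stimulated DMSO wells, then concentration-response fitting.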
A549 viability = kills or reduces viability of A549 cells in Nrf2 counter-screen. A549 ARE-Fluc cells, CellTiter-Fluor viability, 18-24 h. Potency, µM (top dose mostly 46 µM), for the others: at the highest dose activity change, negative = cytotoxicity, hits mostly inhibitors. 390,000 compounds, 0.16% hits. AID 504648; also: % is scaled to controls: 0 for no effect and ±100 for the full control effect
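Cytotoxicity counterscreen: CellTiter-Fluor fluorescence was measured in A549 ARE_Fluc cells after 18-24 h of compound exposure in a concentration series. The subsequent BugLite luminescent read reports ARE-luciferase activity.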
EPAC2 antag = blocks human EPAC2 exchange factor. AID 720708. EPAC2 GEF exchange of Rap1B-BODIPY-GDP, fluorescence. 360,000 compounds, 0.18% hits. Potency, µM (titrated, usually from 114 µM), inactives show at the top dose activity, negative = inhibition, hits mostly inhibitors; also: % is scaled to controls: 0 for no effect and ±100 for the full control effect; nearly all actives have a fitted effect of over 45% in size; many of its hits are not listed in these tables
Target sequence (Q8WZA2 whole entry, looked up): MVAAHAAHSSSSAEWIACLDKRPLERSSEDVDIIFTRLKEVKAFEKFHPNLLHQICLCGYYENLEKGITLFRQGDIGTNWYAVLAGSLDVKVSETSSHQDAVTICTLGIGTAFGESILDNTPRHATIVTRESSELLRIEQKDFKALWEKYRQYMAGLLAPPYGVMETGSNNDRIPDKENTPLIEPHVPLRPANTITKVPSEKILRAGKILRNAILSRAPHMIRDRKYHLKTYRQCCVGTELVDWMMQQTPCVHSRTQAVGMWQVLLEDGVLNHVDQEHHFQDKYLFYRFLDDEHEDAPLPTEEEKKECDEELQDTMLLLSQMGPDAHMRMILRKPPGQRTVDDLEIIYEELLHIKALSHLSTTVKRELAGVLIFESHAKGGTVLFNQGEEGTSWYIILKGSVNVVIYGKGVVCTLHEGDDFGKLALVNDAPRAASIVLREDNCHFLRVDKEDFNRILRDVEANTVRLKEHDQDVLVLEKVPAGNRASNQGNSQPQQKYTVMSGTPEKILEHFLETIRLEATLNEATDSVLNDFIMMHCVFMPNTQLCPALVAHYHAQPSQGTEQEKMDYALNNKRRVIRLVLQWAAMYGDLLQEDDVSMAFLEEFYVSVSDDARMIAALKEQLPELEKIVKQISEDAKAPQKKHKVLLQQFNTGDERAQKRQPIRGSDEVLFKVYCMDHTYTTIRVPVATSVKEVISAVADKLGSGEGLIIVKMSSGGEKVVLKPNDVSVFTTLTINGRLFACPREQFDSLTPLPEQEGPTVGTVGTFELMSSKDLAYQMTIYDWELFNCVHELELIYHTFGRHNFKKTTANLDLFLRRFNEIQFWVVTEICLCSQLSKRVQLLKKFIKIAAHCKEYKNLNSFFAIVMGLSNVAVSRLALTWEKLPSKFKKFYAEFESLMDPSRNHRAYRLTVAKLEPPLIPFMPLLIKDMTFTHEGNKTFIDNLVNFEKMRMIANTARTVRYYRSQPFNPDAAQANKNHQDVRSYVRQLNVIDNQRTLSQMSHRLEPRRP
Nrf2 inh = blocks Nrf2 signaling; 360,000 compounds, 2.1% hits; Potency, µM (titrated, usually from 46 µM), without a hit: at the top dose activity change, negative = inhibition, actives largely listed as inhibitors; AID 504444; A549 ARE-Fluc reporter, luciferase luminescence, 18-24 h; also: % is scaled to controls: 0 for no effect and ±100 for the full control effect; nearly all actives have a fitted effect of over 60% in size
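Nrf2 function is reported as luminescence of an ARE-controlled luciferase in A549 cells. Compounds were tested at several concentrations, and a CellTiter-Fluor read on the same wells flagged cytotoxicity.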
Starred values were filed as active, the others as inactive; i = inactive; u = inconclusive; x = not tested or not shown; & = joins results of further samples; [ ] = remark or other dose. Calls follow the shape of the dose curve; as a rule, active = well fitted curve in the direction sought with a large enough effect; inconclusive = small, poorly fitted or top-dose-only effect, or another doubt; inactive = no such curve, though single readings can be large; an effect the other way counts as inactive or inconclusive. Potency is read from the fitted curve at half-maximal effect.

item	compound	Nrf2 activator	MCF10A rereplic	ATXN viability	A549 viability	Nrf2 inh	TGFb inhibitor	HepG2 viability	ATXN2 expr inh	EPAC2 antag
1	CCN(Cc1nc2cc(OC)c(OC)cc2c(=O)[nH]1)C(=O)c1ccc(S(=O)(=O)N(C)C)cc1	-0.3%	3%	i	-17%	-11%	0%	-21%	-7%	14%
2	NC(=O)c1ccsc1NC(=O)c1ccc(N2CCCC2=O)cc1	-1.0%	-2%	i	3%	u	u	-8%	x	17%
3	Cc1ccc(NC2CCCN(C(=O)CCc3scnc3C)C2)cc1C (configuration not stated)	0.3%	8%	i	0%	-10%	-15%	0%	4%	8%
4	Cc1oc(-c2cccc(Cl)c2)nc1CN1CCCC(C(=O)NCCCN2CCOCC2)C1 (configuration not stated)	2.8%	u	i	u	-20%	u	-51%	-15%	-9%
5	COCCOC(=O)c1[nH]c2c(c1C)C(=O)CC(c1ccco1)C2 (configuration not stated)	-0.9%	8.2µM*	u	-9%	12%	u	-15%	10%	-13%
6	COc1ccc(OC)c(C(=O)NC(CC(N)=O)c2ccc(NCCN3CCOCC3)c([N+](=O)[O-])c2)c1 (configuration not stated)	0.1%	-33%[inhibitor]	i	7%	7%	-3%	-3%	-4%	-1%
7	COc1ccccc1-c1n[nH]c(=S)n1N	-0.3%	0%	i	-4%	6%	-3%	-7%	-8%	4%
8	Cc1nc2cc(NC(=O)NCCC3=CCCCC3)ccc2o1	2.0%	-5%	i	-7%	u	-6%	-14%	25%	6%
9	CCc1ccc(/C(C)=N/NC(=O)c2c[nH]c3ccccc23)s1	5.5%	-3%	i	3%	8%	-6%	-10%	14%	-3%
10	O=C(OCc1cc(=O)n2cc(Br)ccc2n1)C1COc2ccccc2O1 (configuration not stated)	-0.3%	23%	i	0%	7%	5%	-4%	0%	-10%
11	O=C(CCNC(=O)c1ccc([N+](=O)[O-])cc1)Nc1ccc(F)c(F)c1F	0.7%	-1%	i	-6%	1%	-2%	6%	-1%	3%
12	C/C(CC(=O)Nc1ccc(Cl)c(Cl)c1)=N\NC(N)=S	4.1%	1%	i	-7%	1%	-29%	-29%	-15%	3%
13	COc1ccc(CC(N)c2csc(Nc3ccc(C(C)=O)cc3)n2)cc1 (configuration not stated)	5.8%	x	i	x	x	-20%	-16%	0%	-1%
14	COc1ccc(Nc2nn3c(=O)c4cc5c(cc4nc3s2)OCO5)c(OC)c1	8.9%	x	i	2%	u	0%	5%	3%	x
15	CCc1ccc(Oc2nnnn2-c2ccc(C(N)=O)cc2)cc1	22%	-4%	i	-10%	3%	14%	5%	-1%	4%
16	O=C1CSC(=S)N1c1cccnc1	-0.8%	u	i	2%	15%	-4%	-36%	-8%	0%
17	Cc1ccc(NC(=O)c2ccccc2OCC(=O)c2ccc(F)cc2)cc1	0.4%	6%	u	-8%	u	6%	-41%	-31%	-1%
18	CCOC(=O)N1CCC(=NNC(=O)c2ccccc2F)CC1	0.2%	0%	i	2%	22%	0%	1%	16%	-3%
19	CC(=O)c1ccc(NC(=O)CCn2c(=S)oc3ccccc32)cc1	-0.3%	0%	i	0%	-3%	-6%	-17%	x	6%
20	Nc1nc(CSc2ccc(Cl)cc2)nc(N2CCCCC2)n1	-0.4%	5%	i	-10%	4%	3%	1%	2%	u
21	CC(C)Sc1nc2sccc2c(=O)n1-c1ccccc1	0.5%	u	i	1%	u	1%	2%	-4%	u
22	O=C(O)/C=C/C(=O)N1Cc2cc3ccccc3nc2C1	0.1%	-6%	i	-1%	-8%	-1%	-15%	x	8%
23	CNC(=O)c1ccccc1S(=O)c1ccccc1C#N (configuration not stated)	0.2%	-1%	i	11%	x	9%	8%	0%	9%
24	COc1ccc(C(=O)NCc2ccc(-c3nc4ccccc4s3)cc2)cc1	0.3%	-3%	i	9%	-12%	-1%	-5%	u	0%

Shown with values under each structure: entries from further up
Values run as follows: Nrf2 activator, MCF10A rereplic, ATXN viability, A549 viability, Nrf2 inh, TGFb inhibitor, HepG2 viability, ATXN2 expr inh, EPAC2 antag
#23 CNC(=O)c1ccccc1S(=O)c1ccccc1C#N (configuration not stated)
→ 0.2%, -1%, i, 11%, x, 9%, 8%, 0%, 9%
#15 CCc1ccc(Oc2nnnn2-c2ccc(C(N)=O)cc2)cc1
→ 22%, -4%, i, -10%, 3%, 14%, 5%, -1%, 4%
#21 CC(C)Sc1nc2sccc2c(=O)n1-c1ccccc1
→ 0.5%, u, i, 1%, u, 1%, 2%, -4%, u

Going on with the list.
item	compound	Nrf2 activator	MCF10A rereplic	ATXN viability	A549 viability	Nrf2 inh	TGFb inhibitor	HepG2 viability	ATXN2 expr inh	EPAC2 antag
25	CCCOc1ccc(N2C(=O)CC(N(Cc3ccc(S(N)(=O)=O)cc3)C(=O)CC)C2=O)cc1 (configuration not stated)	0.6%	7%	i	-3%	-2%	9%	-6%	-9%	-5%
26	O=C(N/N=C(\CC(=O)c1cccs1)C(F)(F)F)c1cccnc1	3.1%	8%	i	-10%	-16%	-27%	-3%	-9%	-2%
27	CCN(C(=O)CN1C(=O)NC2(CCc3ccccc32)C1=O)C1CCCCC1 (configuration not stated)	-0.1%	3%	i	-3%	4%	-2%	-23%	8%	8%
28	CCOc1cc(S(=O)(=O)N(CC)CC)ccc1Br	0.7%	10%	i	26%	x	17%	-9%	0%	u
29	Cc1onc(-c2ccccc2)c1C(=O)Nc1ccc(S(=O)(=O)N2CCCC2)cc1	0.0%	1%	i	10%	16%	-18%	-7%	-1%[11.3 µM]	27%
30	COc1cccc(NC(=O)CCc2c(C)nc3ncnn3c2C)c1	0.1%	x	i	1%	-4%	7%	10%	-12%	x
31	CCOc1ccc(Nc2sc(C(=O)c3cccc(OC)c3)c(N)c2S(=O)(=O)c2ccccc2)cc1	-1.0%	x	i	-6%	x	-15%	-18%	-1%	x
32	CCC(C)c1ccc(NC(=O)C2CCN(c3ncccn3)CC2)cc1 (configuration not stated)	0.4%	7%	i	7%	17%	-6%	2%	0%	9%
33	COc1ccc(CN(C)c2ccc(-c3nc(-c4ccc(OC)c(OC)c4)no3)cc2[N+](=O)[O-])cc1	-0.7%	x	i	0%	-30%	-35%	4%	8%	x
34	COc1ccccc1-n1c(=O)n(C)c2c(C(N)=O)nc(-c3cc(OC)c(OC)c(OC)c3)nc21	5.6%	x	i	13%	x	37%[activator]	-23%	-12%	x
35	CN1/C(=C\C(=O)c2ccco2)C(C)(C)c2ccccc21	18%	u	i	u	u	u	-31%	-19%	6%
36	CCOCCSc1nc2c(c(=O)[nH]c(=O)n2C)n1CCCc1ccccc1	0.3%	-178%[0.0737 µM]	i	-3%	-25%	5%	0%	-6%	-3%
37	O=C(COC(=O)c1cc([N+](=O)[O-])ccc1N1CCCC1)Nc1ccccc1OC(F)F	0.7%	2%	i	-14%	-11%	-19%	8%	-17%	-9%
38	Cc1ccccc1CNC(=O)C1=Cc2ccccc2OC1	5.1%	x	i	6%	x	-19%	-7%	28%	x
39	Cn1c(=O)c2c(nc(NN=C3CCCCC3)n2C)n(C)c1=O	0.7%	-5%	i	0%	u	-2%	4%	-5%[11.3 µM]	4%
40	CCC(CC)NC(=O)CON=C1c2ccccc2-c2ccccc21	-0.8%	2%	i	-6%	u	-11%	1%	u	1%
41	COc1ccc(N2CCN(C(=O)c3ccc4c(c3)N(Cc3cc(C)ccc3C)C(=O)c3ccccc3S4=O)CC2)cc1 (configuration not stated)	-0.1%	x	i	-12%	u	u	-4%	-19%	x
42	Cc1ccc(-c2nc(C3CCCN(S(=O)(=O)c4ccc(C(F)(F)F)cc4)C3)no2)cc1 (configuration not stated)	0.0%	2%	i	11%	7%	-11%	-26%	-11%	-5%
43	CC(=O)Nc1ccc(NC(=O)CSc2nccn2Cc2ccc(Cl)cc2)cc1	-1.0%	-11%	i	0%	-22%	-12%	-21%	-18%	-8%
44	Cc1nc(N2CCN(S(=O)(=O)c3cccs3)CC2)c2c(-c3ccccc3)c(C)sc2n1	0.1%	x	i	x	x	-13%	-46%	x	-13%
45	CCCN(CCC)CCNC(=O)CN1C(=O)COc2ccc(S(=O)(=O)N3CCOCC3)cc21	0.4%&0.0%	2%	i	14%&1%	6%&-9%	0%&4%	-13%&-2%	6%	-16%

No new results follow: an excerpt of the list.
item	compound	Nrf2 activator	MCF10A rereplic	ATXN viability	A549 viability	Nrf2 inh	TGFb inhibitor	HepG2 viability	ATXN2 expr inh	EPAC2 antag
41	COc1ccc(N2CCN(C(=O)c3ccc4c(c3)N(Cc3cc(C)ccc3C)C(=O)c3ccccc3S4=O)CC2)cc1 (configuration not stated)	-0.1%	x	i	-12%	u	u	-4%	-19%	x
42	Cc1ccc(-c2nc(C3CCCN(S(=O)(=O)c4ccc(C(F)(F)F)cc4)C3)no2)cc1 (configuration not stated)	0.0%	2%	i	11%	7%	-11%	-26%	-11%	-5%
43	CC(=O)Nc1ccc(NC(=O)CSc2nccn2Cc2ccc(Cl)cc2)cc1	-1.0%	-11%	i	0%	-22%	-12%	-21%	-18%	-8%
44	Cc1nc(N2CCN(S(=O)(=O)c3cccs3)CC2)c2c(-c3ccccc3)c(C)sc2n1	0.1%	x	i	x	x	-13%	-46%	x	-13%
45	CCCN(CCC)CCNC(=O)CN1C(=O)COc2ccc(S(=O)(=O)N3CCOCC3)cc21	0.4%&0.0%	2%	i	14%&1%	6%&-9%	0%&4%	-13%&-2%	6%	-16%

Pulled one by one from above:
item	compound	Nrf2 activator	MCF10A rereplic	ATXN viability	A549 viability	Nrf2 inh	TGFb inhibitor	HepG2 viability	ATXN2 expr inh	EPAC2 antag
8	Cc1nc2cc(NC(=O)NCCC3=CCCCC3)ccc2o1	2.0%	-5%	i	-7%	u	-6%	-14%	25%	6%
11	O=C(CCNC(=O)c1ccc([N+](=O)[O-])cc1)Nc1ccc(F)c(F)c1F	0.7%	-1%	i	-6%	1%	-2%	6%	-1%	3%

Only part of the results is shown; rates above refer to the full screens.
